Anesthetic bind: candidate novel general anesthetic via apoferritin binding. P02791. apoferritin/1-aminoanthracene competitive binding, fluorescence. Potency, µM (series often up to 77.5 µM), for the others: top-dose activity change, negative = displacement, most hits filed as inhibitors. 350,000 compounds, 0.074% hits; note: potency is the fitted concentration of half-maximal effect; % is set by controls: 0 for no effect and ±100 for the full control effect; nearly all actives have a fitted effect of over 20% in size
Target sequence (P02791 2-175 limits assumed): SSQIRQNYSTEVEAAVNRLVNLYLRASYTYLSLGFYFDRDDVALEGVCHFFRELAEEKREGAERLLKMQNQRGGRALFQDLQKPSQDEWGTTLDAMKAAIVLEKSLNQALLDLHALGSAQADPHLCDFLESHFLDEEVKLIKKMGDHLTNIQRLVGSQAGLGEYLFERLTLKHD
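Apoferritin-based anesthetic binding model; compound displacement of fluorescent 1-AMA measured as endpoint fluorescence after 10 minutes at room temperature, scaled to free-ligand and complex controls.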
BLM helicase inh: blocks DNA unwinding by human BLM helicase. recombinant BLM DNA unwinding, fluorescence dequenching. Potency, µM (doses to about 56.1 µM), for inactives: top-dose activity change, negative = inhibition, hits mostly inhibitors. 350,000 compounds, 0.2% hits. AID 2528;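 note: potency is the fitted concentration of half-maximal effect; plate controls were vehicle for no effect and no enzyme for full effect; nearly all actives have a fitted effect of over 35% in size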
POLH inh: DNA polymerase eta (human) inhibition. recombinant Pol eta, fluorescent DNA replication assay. Q9Y253. Potency, µM (series often up to 114 µM), for the others: at the highest dose activity change, negative = inhibition, hits mostly inhibitors. 390,000 compounds, 1.2% hits; note: potency is the fitted concentration of half-maximal effect; % is set by controls: 0 for no effect and ±100 for the full control effect
Target sequence (Q9Y253 whole entry, looked up): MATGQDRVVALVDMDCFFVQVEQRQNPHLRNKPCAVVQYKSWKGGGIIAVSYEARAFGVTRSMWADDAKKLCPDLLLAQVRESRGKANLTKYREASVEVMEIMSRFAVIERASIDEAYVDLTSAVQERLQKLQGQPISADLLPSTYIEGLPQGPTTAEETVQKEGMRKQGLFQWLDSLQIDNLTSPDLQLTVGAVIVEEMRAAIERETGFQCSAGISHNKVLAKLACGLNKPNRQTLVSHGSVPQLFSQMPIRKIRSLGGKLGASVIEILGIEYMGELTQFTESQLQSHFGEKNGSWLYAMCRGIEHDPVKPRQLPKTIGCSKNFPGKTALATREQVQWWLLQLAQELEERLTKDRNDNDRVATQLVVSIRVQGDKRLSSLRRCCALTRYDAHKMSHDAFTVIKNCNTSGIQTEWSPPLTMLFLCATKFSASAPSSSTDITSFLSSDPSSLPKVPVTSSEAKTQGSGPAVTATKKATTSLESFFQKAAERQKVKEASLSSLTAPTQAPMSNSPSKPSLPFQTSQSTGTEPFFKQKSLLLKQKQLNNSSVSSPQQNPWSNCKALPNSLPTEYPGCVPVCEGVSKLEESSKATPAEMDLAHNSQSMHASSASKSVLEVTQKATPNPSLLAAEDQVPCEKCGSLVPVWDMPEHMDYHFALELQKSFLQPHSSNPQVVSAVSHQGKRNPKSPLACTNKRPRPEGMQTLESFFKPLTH
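Pol eta (10 nM) was preincubated with compounds for 15 min at room temperature, after which fluorescent replication substrate (50 nM final) was added to start the reaction. Fluorescence was read kinetically at 0 and 10 min.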
Glioma ERSR ind: inducers of ER stress response in human glioma cells; U87-MG GRP78 promoter luciferase reporter, 16 h; 420,000 compounds, 0.02% hits; Potency, µM, without a hit: at the top dose activation, usual class: activators; AID 602332; note: potency is the fitted concentration of half-maximal effect; series mostly up to about 76 µM; % of control where 0% means no effect; nearly all actives have a fitted effect of over 35% in size
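ERSR induction read as luciferase luminescence (Bright-Glo, 10 min at room temperature) in stably transfected human U87-MG glioma cells exposed to compounds for 16 h, using GRP78 as sensor.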
POLB inh: inhibitors of human DNA polymerase beta. Pol beta primer extension/strand displacement, fluorescence kinetic. Potency, µM (doses to about 114 µM), without a hit: top-dose activity change, negative = inhibition, actives largely listed as inhibitors. 340,000 compounds, 1.3% hits. AID 485314; note: potency is the fitted concentration of half-maximal effect; % is set by controls: 0 for no effect and ±100 for the full control effect
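10 nM enzyme + cpd, 15 min RT; start with substrate 50 nM final; read 0 min and after 10 min RT. Corrected, normalized data; 4-parameter Hill curve fit.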
POLI inh: DNA polymerase iota (human) inhibition; 390,000 compounds, 1% hits; Potency, µM (top dose mostly 115 µM), for inactives: top-dose activity, negative = inhibition, usual class: inhibitors; Pol iota fluorescent replication assay, 10 min; Q9UNA4; note: potency is the fitted concentration of half-maximal effect
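Fluorescent replication assay read twice, at 0 min and 10 min after adding 50 nM (final) substrate. Enzyme (10 nM) and compounds were first incubated 15 min at room temperature; enzyme-free buffer wells were negative controls.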
APE1 inh: inhibitors of human APE1 endonuclease. Potency, µM (highest dose often 65.8 µM), inactives show at the highest dose activity change, negative = inhibition, actives largely listed as inhibitors. 350,000 compounds, 0.35% hits. recombinant APE1, TAMRA/BHQ-2 abasic DNA cleavage fluorescence. AID 2517. P27695;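 note: potency is the fitted concentration of half-maximal effect; plate controls were vehicle for no effect and reference inhibitor for full effect; nearly all actives have a fitted effect of over 55% in size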
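Quantitative HTS: incision of a TAMRA/BHQ-2 double-stranded substrate bearing a tetrahydrofuran abasic site by 0.75 nM APE1 raises fluorescence. Substrate 50 nM final, added after 15 min compound preincubation at room temperature; progress as third-minus-first kinetic read difference.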
LDHA block: inhibitors of human lactate dehydrogenase A; P00338; purified LDHA, NADH/diaphorase-resazurin fluorescence; hits give low values; activity change, % (values are at about 110 or 230 µM); 480,000 compounds, 0.15% hits; AID 1347041; in the data active = activity change below about -30%; inconclusive = mostly about -25% to -30%;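 note: plate controls were DMSO wells for no effect and wells without enzyme for full effect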
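Human LDH5 (2 nM) was incubated with 0.06 mM NADH and 0.2 mM pyruvate for 5 min at room temperature in Tris pH 7.4. Remaining NADH was coupled through diaphorase/resazurin, and resorufin fluorescence was read at 0 and 20 min.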
Pol kappa inh: inhibitors of human DNA polymerase kappa | Q9UBT6 | purified Pol kappa, fluorescent DNA synthesis assay, 10 min | Potency, µM (highest dose often 107 µM), without a hit: top-dose activity, negative = inhibition, actives largely listed as inhibitors | 400,000 compounds, 0.53% hits; note: potency is the fitted concentration of half-maximal effect; % is set by controls: 0 for no effect and ±100 for the full control effect
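Kinetic fluorescence readout at 0 and 10 min followed reaction start with substrate at 50 nM final. Beforehand, enzyme (10 nM Pol kappa) stood 15 min with compound at room temperature; buffer-only wells were negative controls.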
Starred values were filed as active, the others as inactive; u = inconclusive; x = not tested or not shown; [ ] = remark or other dose. Unless noted, calls come from the whole dose curve; as a rule, active = well fitted curve in the direction sought with a large enough effect; inconclusive = small, poorly fitted or top-dose-only effect, or another doubt; inactive = no such curve, though single readings can be large; an effect the other way counts as inactive or inconclusive. A portion of the library (hit frequency here may not be typical).

SMILES	Anesthetic bind	BLM helicase inh	POLH inh	Glioma ERSR ind	POLB inh	POLI inh	APE1 inh	LDHA block	Pol kappa inh
O=C(Nc1ccc2c(c1)OCO2)C1CCCN(S(=O)(=O)c2cccs2)C1 (centres undefined)	-13%	-6%	-6%	-4%	43%	-7%	11%	5	-15%
COC(=O)c1ccccc1NS(=O)(=O)c1ccc2c3c(cccc13)C(=O)N2	-20%	-4%	-17%	-5%	u	8%	-4%	-4	-13%
O=C(CCOc1ccccc1)Nc1ccnn1C1CCN(C(=O)CCC(F)(F)F)CC1	1%	-4%	-3%	6%	23%	2%	44%	-3	2%
CCNc1ncc2nc(-c3cc(F)cc(F)c3)c(=O)n(-c3ccccc3)c2n1	x	3%	x	-5%	x	x	1%	x	-12%[60.1 µM]
CCN(CC)c1ccc(N)cc1S(=O)(=O)Nc1ccccc1OC	0%	-4%	1%	7%	-1%	30%	4%	8	-18%
CCN1C(=O)CS/C1=C(\C#N)S(=O)(=O)c1ccccc1	-20%	-1%	2%	-1%	5%	34%[activator]	-5%	-6	-20%
CC(NC(=O)c1ccc(Br)s1)c1ccncc1 (centres undefined)	-9%	-4%	3%	-2%	-7%	91%[activator]	-1%	-3	-7%
COC(=O)c1ccc(NC(=O)CSc2nnc(C)n2-c2ccccc2)cc1	-11%	-1%	-9%	0%	-13%	32%[activator]	22%	-4	3%
CCCCc1cc(=O)oc2cc(C)cc(OCC(=O)N[C@@H](CSCc3ccccc3)C(=O)O)c12	-14%	-1%	-9%	1%	-1%	4%	7%	-5	5%
Cc1cc(NCc2ccccn2)n2ncc(-c3ccccc3)c2n1	1%	-8%	-21%	1%	10%	75%[activator]	1%	-2	-15%
Cc1cc(Cl)ccc1OCc1cn2cccnc2n1	-19%	-3%	-2%	-4%	-10%	36%[activator]	-2%	-5	6%
CCCc1cc(=O)[nH]c(SCC(=O)N2CCN(S(=O)(=O)c3ccc(C)cc3C)CC2)n1	-11%	4%	-19%	-3%	-2%	11%	5%	-8	-7%
COc1cc(-n2c(C)nc3cccnc32)c(Cl)cc1C(=O)O	-1%	-1%	9%	4%	-1%	5%	-3%	-2	4%
CSc1ccccc1NC(=O)CN(C)C(C)C(=O)Nc1ccc(C#N)cc1 (centres undefined)	-8%	-7%	-18%	-4%	22%	56%[activator]	u	-1	-4%
Cc1c(CCNC(=O)c2ccc(C(C)(C)C)cc2)sc2nc(-c3ccc(F)cc3)nn12	u	0%	-30%	1%	-18%	8%	x	-3	2%[60.1 µM]

3 entries from above, ordered by the value under LDHA block, rising.
| molecule | LDHA block |
| --- | --- |
| Cc1cc(Cl)ccc1OCc1cn2cccnc2n1 | -5 |
| Cc1cc(NCc2ccccn2)n2ncc(-c3ccccc3)c2n1 | -2 |
| O=C(Nc1ccc2c(c1)OCO2)C1CCCN(S(=O)(=O)c2cccs2)C1 (centres undefined) | 5 |

(listing goes on)
SMILES	Anesthetic bind	BLM helicase inh	POLH inh	Glioma ERSR ind	POLB inh	POLI inh	APE1 inh	LDHA block	Pol kappa inh
Cc1sc2nc(CSCC(=O)Nc3ccccc3C#N)[nH]c(=O)c2c1C	-6%	-6%	-7%	-3%	3%	-23%	3%	8	-12%
CCOC(=O)c1ccc(-n2cncn2)nc1	-6%	0%	5%	2%	3%	-5%	-2%	-6	-10%
CCOc1ccc(NC(=O)COC(=O)Cc2ccsc2)cc1	x	x	-17%	-3%	x	5%	3%	-8	-6%
CC1=CC(C)(C)N(C(=O)CSc2nnc(-c3ccc(C)cc3)o2)c2ccc(C)cc21	-10%	-10%	u	-5%	-13%	4%	-1%	3	-15%
CC#CCN1c2ccccc2[C@]23C[C@@H](C(=O)OC)N(C(=O)NC4CCCCC4)C2=NC(C(=O)OC)=C(C(=O)OC)[C@H]13	x	x	-1%	-6%	x	-27%	x	-7	-5%
CCn1c2ccccc2c2cc(NC(=O)CSc3nnc(-c4cccc(OC)c4)n3N)ccc21	-13%	1%	-12%	-2%	u	u	-11%	-17	-13%
Nc1cc2c3c(cccc3c1)C(=O)N(CCN1CCCC1)C2=O	-1%	118%[activator]	2%	u	25µM*	35µM*	u	5	-40%
OCC[C@H]1C[C@H](O)[C@@H](O)[C@@]2(CCc3ccccc3O2)O1	x	x	-17%	-3%	x	2%	6%	-2	14%
N#CCSc1nc2c(c(C3CC=CCC3)c1C#N)CCC2 (centres undefined)	-3%	-12%	-13%	4%	-8%	1%	-3%	-8	-20%
Cc1cccc(C)c1NC(=O)CN1C(=O)NC(C)(CCc2ccccc2)C1=O (centres undefined)	-24%	-6%	1%	-4%	2%	9%	34%[activator]	-10	-2%
Cc1cc(NC(=O)NCc2ccccc2)c(=O)n(Cc2ccccc2F)c1	u	-4%	-9%	0%	23%	-2%	15%	-9	-6%
Cc1ccc(-c2csc(NC(=O)Cc3ccc(F)cc3)n2)o1	-13%	-9%	-28%	0%	-1%	90%[activator]	-4%	-6	1%
CC(Sc1nnnn1C)C(=O)Nc1cc(S(=O)(=O)N2CCCCC2)ccc1Cl (centres undefined)	x	x	-22%	-3%	x	11%	7%	-7	-15%
Cc1occc1-c1nnc(SCC(=O)NC2CCC(C)CC2)o1 (centres undefined)	x	x	-12%	-1%	x	29%	39%	2	5%
COc1cnc(-c2cccc(C(F)(F)F)c2)[nH]c1=O	-6%	1%	-10%	-5%	67%	-2%	-4%	-11	1%

Looked up by compound from the entries so far (2):
SMILES	Anesthetic bind	BLM helicase inh	POLH inh	Glioma ERSR ind	POLB inh	POLI inh	APE1 inh	LDHA block	Pol kappa inh
CC#CCN1c2ccccc2[C@]23C[C@@H](C(=O)OC)N(C(=O)NC4CCCCC4)C2=NC(C(=O)OC)=C(C(=O)OC)[C@H]13	x	x	-1%	-6%	x	-27%	x	-7	-5%
CCn1c2ccccc2c2cc(NC(=O)CSc3nnc(-c4cccc(OC)c4)n3N)ccc21	-13%	1%	-12%	-2%	u	u	-11%	-17	-13%

Going on with the list:
SMILES	Anesthetic bind	BLM helicase inh	POLH inh	Glioma ERSR ind	POLB inh	POLI inh	APE1 inh	LDHA block	Pol kappa inh
CCOC(=O)N1CCN(C(=O)c2cn(C)c3ccc(S(=O)(=O)N4CCCC4)cc3c2=O)CC1	-3%	-1%	-14%	-4%	6%	12%	-2%	-3	0%
COC(=O)c1c(CCl)noc1C(=O)NCC1CCCO1 (centres undefined)	-8%	0%	-4%	-3%	10%	10%	3%	-10	-2%
CCC(=O)NS(=O)(=O)c1cccnc1Nc1ccccc1Cl	1%	1%	-14%	-3%	-11%	4%	-1%	-5	-15%
COc1ccc(NC(=O)C2(N(CC(C)C)C(=O)Cn3nnnc3N)CCCCC2)cc1	-1%	-1%	9%	1%	16%	10%	-2%	-3	1%
Cc1nn(-c2ccccc2)c(C)c1C(=O)NNC(=O)C(F)(F)F	-2%	-2%	-15%	-3%	-5%	31%[activator]	-5%	-2	3%
CCc1ccccc1N1CC(c2nc3ccccc3n2CCCCOc2ccccc2)CC1=O (centres undefined)	103%[activator]	-9%	-17%	-3%	12%	-16%	x	0	-2%
CCC(=O)N1CCc2cc(S(=O)(=O)CCC(=O)NCc3ccco3)ccc21	0%	-3%	-11%	-4%	4%	16%	22%	-8	-5%
Cc1ccc(SCC(=O)OCC(=O)N(C)CC(=O)Nc2ccccc2Cl)cc1C	-13%	-7%	-2%	-2%	26%	16%	-13%	-7	-9%
O=C(NC1CCCC1)C(=O)N(Cc1cccnc1)C(C(=O)NCC1CCCO1)c1ccco1 (centres undefined)	0%	1%	2%	-4%	-6%	-4%	0%	0	10%
CCc1nn(C(CC)C(=O)NCCCN2CC(C)CC(C)C2)c(=O)c2cc3oc(C)cc3n12 (centres undefined)	-2%	-6%	-15%	-3%	1%	0%	19%	-2	-1%
CC(/C=C/c1ccccc1)=N\NC(=O)c1ccc2c(c1)OCCO2	-9%	-7%	-10%	2%	22%	0%	2%	-5	-14%
CCO[C@@H]1OC(C(=O)NCc2nc3ccccc3[nH]2)=C[C@H](C(C)(C)C)[C@H]1CCCO	x	x	-11%	-3%	x	16%	x	-2	1%
CCC(=NCCc1c(C)[nH]c2ccc(C)cc12)C1=C(O)CC(c2ccccc2)CC1=O (centres undefined)	-12%	-16%	-12%	-4%	18%	73%[activator]	22%	-4	-6%
Cc1nn(CC(=O)c2ccc3c(c2)OCCO3)c(=O)c(C#N)c1C	x	x	u	-1%	x	43%[activator]	-1%	14	-14%
CC(C)OCc1c(C(=O)OC/C(O)=C(\C#N)c2nc3ccccc3[nH]2)oc2ccccc12	-1%	-4%	-1%	0%	u	34%[activator]	0%	5	-14%
CC(=O)c1cccc(Nc2ccc(-c3ccccc3F)nn2)c1	u	-8%	-8%	1%	1%	84%[activator]	-6%	-10	-11%
Cc1cc(C)c(O)c(-c2cc(C(=O)NCc3ccccc3)[nH]n2)c1	u	-6%	-15%	-5%	1%	-7%	-4%	-5	-15%
CCOC(=O)CCCOC(=O)c1ccc(S(=O)(=O)N(C)C)cc1	2%	-2%	-4%	-6%	17%	15%	4%	2	-2%
Cc1c(Cl)cccc1Nc1nc2ccc(C(=O)c3ccccc3)cc2n2cnnc12	-13%	-6%	-15%	-4%	-1%	7%	x	2	1%
O=C1NC(c2ccc(-c3ccccc3[N+](=O)[O-])o2)C(C(=O)c2ccccc2)C(O)(C(F)(F)F)N1 (centres undefined)	-4%	-2%	-9%	-3%	-24%	-28%	9%	5	-7%
S=c1[nH]nc(-c2ccn[nH]2)n1-c1ccccc1Cl	0%	-1%	-2%	6%	-1%	-15%[58.9 µM]	-4%	-9	-11%
O=C1C2=C(Nc3ccccc3SC2c2ccc(C(F)(F)F)cc2)c2ccccc21 (centres undefined)	u	-15%	-25%	11%	-17%	5%	x	0	-17%
COc1ccccc1C(=O)Nc1ccc(OCc2nnc3c4ccccc4c(C)nn23)cc1	6%	-5%	-28%	1%	8%	31%[activator]	1%	-5	-8%
COc1ccc(OCC(=O)N2N=C(C(F)F)CC2(O)C(F)F)cc1 (centres undefined)	-14%	-6%	-19%	-5%	10%	-4%	3%	-4	-9%
COc1ccc(CNC(=O)C2CCN(S(=O)(=O)N3CC(C)CC(C)C3)CC2)cc1 (centres undefined)	0%	-2%	1%	1%	41%	97%[activator]	15%	-4	-6%

From PubChem BioAssay
